All columns: NCI-60 one-dose screen, growth in % after 48 h at 10 µM unless noted; 100 = growth as untreated, 0 = no growth, -100 = all killed.
NCI-H522 – NCI-H522 lung cancer. hit rate 8% among 78,000. AID 1794739
IGROV1 – IGROV1 ovarian cancer. hit rate 4.7% among 79,000. AID 1794786
NCI-H226 – NCI-H226 lung cancer; hit rate 3.5% among 79,000; AID 1794732
SK-OV-3 – SK-OV-3 ovarian cancer cells; hit rate 3.2% among 80,000
NCI-H460 – NCI-H460 lung cancer; hit rate 6.8% among 82,000
COLO 205 – COLO 205 colon cancer. hit rate 7.3% among 79,000
NCI-H322M – NCI-H322M lung cancer; AID 1794733; hit rate 2.7% among 80,000
NCI-H23 – NCI-H23 lung cancer | hit rate 4% among 80,000 | AID 1794731
NCI/ADR-RES – NCI/ADR-RES ovarian cells. hit rate 4.4% among 81,000. AID 1794790
Numbers without * were called inactive; . = not tested or not shown; [ ] = remark or other dose. Rule for the calls: active = growth percent below 10; inactive = the rest.

SMILES	NCI/ADR-RES	NCI-H460	SK-OV-3	IGROV1	COLO 205	NCI-H226	NCI-H522	NCI-H322M	NCI-H23
COc1ccc(C(=O)Nc2nonc2-c2ccc(OC)c(OC)c2)cc1Cl	77	73	107	.	119	.	77	101	90
CCOc1cccc(/C(N)=N/C(N)=N/c2nc3ccccc3s2)c1	50	70	132	56	113	79	94	91	66
COc1ccccc1C1=NO[C@H](C(=O)Nc2cccc(O)c2)C1	101	100	117	104	116	102	92	102	100
COc1ccc(/C=C2\COc3ccc(O)c(O)c3C2=O)c(OC)c1OC	27	25	67	17	72	64	-45*	56	39
CNC(=O)c1[nH]cc(-c2ccccc2)c1-c1ccccc1OC	105	104	105	103	113	104	93	100	102
C=C(C)[C@@H]1CC[C@]2(C(=O)N3CCN(C)CC3)CC[C@]3(C)[C@H](CC[C@@H]4[C@@]5(C)CC[C@H](OC(=O)CCC(=O)O)C(C)(C)[C@@H]5CC[C@]43C)[C@@H]12	100	96	106	94	92	80	82	88	99
Oc1ccc(F)c(Nc2nc(SCCN3CCOCC3)nc3c2cnn3CC(Cl)c2ccc(Br)cc2)c1 (centres undefined)	16	3.3*	64	13	95	29	29	80	26
Cc1nc2ccc(OCc3cn(-c4ccc(F)c(Cl)c4)nn3)cc2c(=O)n1Cc1ccccc1	54	.	81	84	88	55	53	95	55
CC(C)COC(=O)NC(C)(C)C	106	107	103	107	106	104	71	100	101
N#C/C(=C\c1ccc(-c2cccc(Cl)c2)o1)C(=O)Nc1ncc(Cc2ccc(Cl)cc2)s1	55	25	78	31	84	74	83	34	60

Look-ups from the entries so far:
N#C/C(=C\c1ccc(-c2cccc(Cl)c2)o1)C(=O)Nc1ncc(Cc2ccc(Cl)cc2)s1 @ NCI/ADR-RES: 55
Oc1ccc(F)c(Nc2nc(SCCN3CCOCC3)nc3c2cnn3CC(Cl)c2ccc(Br)cc2)c1 (centres undefined) @ NCI/ADR-RES: 16
Cc1nc2ccc(OCc3cn(-c4ccc(F)c(Cl)c4)nn3)cc2c(=O)n1Cc1ccccc1 @ NCI-H522: 53
CCOc1cccc(/C(N)=N/C(N)=N/c2nc3ccccc3s2)c1 @ NCI-H23: 66

The list continues:
SMILES	NCI/ADR-RES	NCI-H460	SK-OV-3	IGROV1	COLO 205	NCI-H226	NCI-H522	NCI-H322M	NCI-H23
C[C@@H](C[C@H](CCOC(=O)N(C)C)c1ccccc1)c1csc2ccccc12	99	92	96	81	103	91	85	90	91
O=C(CNc1cccnc1)Nc1ccc(Cl)cc1	101	108	115	97	111	99	96	89	99
O=C1/C(=N/O)CCc2ccccc21	102	93	100	69	100	101	94	102	98
O=[N+]([O-])c1ccc(-c2cnc3nonc3n2)cc1	105	105	111	121	124	113	83	96	89
CNC(=O)c1cc(Oc2ccc(NC(=O)c3nc(S(C)(=O)=O)sc3-c3ccc(F)cc3)cc2)ccn1	95	85	118	100	69	101	53	28	95
Clc1ccccc1-c1nc(-c2c[nH]c3ncccc23)cs1	74[100 µM]	88[100 µM]	82[100 µM]	93[100 µM]	124[100 µM]	99[100 µM]	91[100 µM]	99[100 µM]	78[100 µM]
NS(=O)(=O)c1ccc(-n2nc(-c3ccc(-c4ccccc4)cc3)ccc2=O)cc1	115	108	95	66	125	97	94	125	91
CCOC(=O)C[C@@H]1C(=O)N2CC[C@]3(C(=O)Nc4ccccc43)[C@H]2C[C@@H]1C(=O)OCC	105	106	102	105	112	94	97	99	101
COc1ccc(N2N=C(c3ccc4c(c3)OCO4)CC2c2cccc(NC(=O)CCNS(=O)(=O)c3ccc(OC)cc3)c2)cc1 (centres undefined)	88	65	66	91	88	73	52	92	88
COc1ccc(/C=C/C(=O)n2nc(-c3ccccc3)nc2-c2ccccc2)c(OC)c1	106	108	102	104	107	96	85	105	103
CC(C)(C)OC(=O)NC(=NCCC[C@H](NC(=O)OC(C)(C)C)C(=O)NCCCCCCNC(=O)OCc1ccccc1)NC(=O)OC(C)(C)C	74	64	106	81	73	80	60	94	87
Cc1cc(N2CCCCC2)nc(N2CCN(CC(=O)Nc3ccc4c(ccn4Cc4ccccc4)c3)CC2)n1	48	56	62	64	48	65	65	83	59
O=C(Nc1ccc(Oc2cccc(F)c2)c(Cl)c1)c1ccncc1	70	78	81	90	91	63	76	89	51
CCCCC/C(C)=C(\C)C1CC1CCNS(=O)(=O)c1ccc(C)cc1 (centres undefined)	97	108	103	96	110	100	93	101	96
Nc1nc(-c2n[nH]c(=S)n2-c2ccccc2)cs1	100	109	104	108	.	.	86	100	105
NCCCNc1nc2ccccc2c2c(=O)c3cccc(F)c3sc12	30	-57*	59	33	-44*	64	39	47	51
CC(=O)O/C=C(\C)C1CCC2C1(C)CC=C1C23C=CC2(CC(OC(C)=O)CCC12C)C1C(=O)OC(=O)C13 (centres undefined)	98	103	102	113	99	97	94	98	98
CCOc1ccccc1Br	99	102	132	105	125	104	110	106	108
OCCSCCCCCCCCCCSCCO	109	98	110	86	113	82	70	102	110
Cc1ccc(Cl)c(-n2c(SCC(=O)NN)nc3ccccc3c2=O)c1	107	114	113	107	109	104	99	106	105
Clc1ccc(CN(Cc2ccc(Cl)cc2)Cc2ccc(Cl)cc2Cl)cc1	115	99	106	103	103	80	85	110	101
COc1ccc(OC(C)=O)cc1	106	113	108	97	102	100	.	96	106
C[C@]12CCC3c4ccc(OS(=O)(=O)O)cc4CCC3C1CCC2=O (some centres undefined)	103	110	116	106	100	108	88	99	101
Cc1ccc(S(=O)(=O)N2CCc3ccc(O)c4c3C2CCc2ccccc2-4)cc1 (centres undefined)	104	108	101	113	.	.	82	99	96
CN(C)CN1CCN(c2ccc3nc(-c4ccc5nc(-c6ccc(C(F)(F)F)cc6)[nH]c5c4)[nH]c3c2)CC1	98	11	.	79	.	64	42	87	56
COc1cc(C2CC(=O)Nc3n[nH]c(-c4ccccc4)c32)cc(OC)c1OC (centres undefined)	104	68	85	71	.	92	30	94	82
Nc1c(C(=O)Nc2ccc3c(c2)OCCO3)sc2nc3c(cc12)C(=O)CCC3	106	106	111	106	127	109	89	109	96
CCCCOCCOCCN	121	103	107	125	127	94	.	113	108
COc1ccc(-c2nc3ccccc3c3[nH]c(C)c(C(C)=O)c23)c(O)c1	93	97	91	75	94	97	85	90	89
COc1ccc(CN2CC3CC3(COc3ccc(C)c(F)c3)C2)cc1F (centres undefined)	103	111	110	111	116	107	95	104	.
CC1CC(NC(=O)/C=C/C(=O)O)CC(C)(C)C1 (centres undefined)	98	99	97	89	103	100	92	109	97
O=C(c1ccccc1)c1ccc(O)cc1O	99	108	104	.	121	94	88	93	96
CC1N=C(SCC(=O)c2ccc(F)cc2)N2C(C)N=C(SCC(=O)c3ccc(F)cc3)N12 (centres undefined)	102	101	107	106	114	78	116	108	102
CC1=CC(C)=Nc2ccc(Cl)cc2N1	102	101	99	103	106	98	103	102	94
C[C@@]1(F)[C@H](O)[C@@H](CO)O[C@@H]1n1cnc2c(N)nc(F)nc21	106	104	102	114	112	105	96	107	99
COc1ccc([C@@H]2[C@H](C(=O)O)c3ccccc3C(=O)N2c2ccc(OC)cc2)cc1	100	99	89	89	91	80	59	95	95
CCCCNC(=S)NNC(=O)c1ccc(OCc2nc3ccc(C)cc3[nH]2)cc1	109	112	101	107	133	108	88	109	100
C=CC(=O)N(C)[C@H]1C[C@H]2OC(C)(C1OC)n1c3ccccc3c3c4c(c5c6ccccc6n2c5c31)C(=O)NC4 (some centres undefined)	-1.8*	1.4*	-21*	14	-75*	-61*	-55*	6.3*	4.6*
Cc1cc(=O)[nH]c2ccc(S(=O)(=O)Nc3ccccc3)cc12	.	98	106	102	106	91	103	96	97
COc1cc(/C=C/C(=O)N2CCN(C(=O)/C=C/c3ccccc3)CC2)cc(OC)c1OC	108	105	122	115	113	102	93	104	108

5 structures out of the list, ordered by length of the SMILES, descending:
SMILES	NCI/ADR-RES	NCI-H460	SK-OV-3	IGROV1	COLO 205	NCI-H226	NCI-H522	NCI-H322M	NCI-H23
Cc1cc(N2CCCCC2)nc(N2CCN(CC(=O)Nc3ccc4c(ccn4Cc4ccccc4)c3)CC2)n1	48	56	62	64	48	65	65	83	59
Clc1ccc(CN(Cc2ccc(Cl)cc2)Cc2ccc(Cl)cc2Cl)cc1	115	99	106	103	103	80	85	110	101
COc1ccccc1C1=NO[C@H](C(=O)Nc2cccc(O)c2)C1	101	100	117	104	116	102	92	102	100
CNC(=O)c1[nH]cc(-c2ccccc2)c1-c1ccccc1OC	105	104	105	103	113	104	93	100	102
Nc1nc(-c2n[nH]c(=S)n2-c2ccccc2)cs1	100	109	104	108	.	.	86	100	105

(listing goes on)
SMILES	NCI/ADR-RES	NCI-H460	SK-OV-3	IGROV1	COLO 205	NCI-H226	NCI-H522	NCI-H322M	NCI-H23
Cc1cc2nc3c4cc(C#N)ccc4n(CCN(C)C)c3nc2cc1C	5.3*	-42*	-4.4*	-2.0*	-83*	-22*	-52*	-0.5*	-35*
COc1ccc(C2C=C(C)N=C3SC=NN32)cc1OC (centres undefined)	101	105	109	113	114	96	103	107	99
CC(=O)Oc1ccc2c(c1)Oc1cc(OC(C)=O)ccc1C21OC(=O)c2cc(CC[C@H]3CCC/C=C/[C@@H]4C[C@H](O)C[C@H]4[C@H](O)/C=C/C(=O)O3)ccc21	98	110	101	75	99	93	65	.	71
N#Cc1c(-c2ccc(Cl)cc2)nc(SCc2ccc(F)cc2)nc1N1CCNCC1	51	-70*	117	39	-27*	101	94	77	.
N#CC1CCN(c2ncnc3c2ncn3Cc2nnc3c4ccccc4c(Cl)nn23)CC1	87	89	96	76	112	80	85	75	86
O=C(CN(CC(=O)c1ccccc1)Cc1ccccc1)c1ccccc1	84	97	95	94	103	91	80	106	78
COc1ccc(S(=O)(=O)NCCCNc2nccc(-c3[nH]c(-c4ccccc4)nc3-c3ccc(Cl)c(O)c3)n2)cc1	103	86	112	94	86	103	69	96	83
O=C(O)C1(NO)CCCC1	110	110	87	104	107	98	80	103	98
COc1ccc(/C=C2\Oc3cc(OCCN4CCCC4)ccc3C2=O)c(OC)c1	92	94	110	99	93	98	104	101	88
C=C1C(=O)O[C@H]2[C@H]1CC/C(CNC(=O)/C=C/c1cc(OC)c(OC)c(OC)c1)=C\CC[C@@]1(C)O[C@@H]21	77	82	65	18	-86*	-62*	-93*	60	-31*
Cc1nc2c(=O)nc3s/c(=C\c4ccc(N(C)C)cc4)c(=O)n3c2nc1C	100	102	99	100	113	102	92	95	98
COc1ccc(-c2ccc(OC)c(OC)c2OC)c(OC)c1OC	100	101	101	110	94	109	.	110	99
N=C(N)SCCCCCCCCCCSC(=N)N	95	81	83	82	78	86	79	103	78
CCCCCC(/C=N\NC(=S)N/N=C/C(=C/c1ccccc1)CCCCC)=C\c1ccccc1	60	58	86	64	97	90	40	61	71
NC1=NN(O)C2=CC([N+](=O)[O-])C=CC2=N1 (centres undefined)	93	110	100	120	111	110	94	113	97
Clc1nc2ccccc2n2c1nc1ccccc12	103	98	116	80	101	110	51	102	98
CC(=C/c1ccccc1)/C=C1/NC(=S)NC1=O	103	104	99	109	116	100	79	95	92
CC1(c2ccc(OC(F)F)cc2)NC(=O)N(CC(=O)NCc2ccc3c(c2)OCO3)C1=O (centres undefined)	93	103	103	86	117	90	93	92	94
Nc1[nH]c(=O)[nH]c(=O)c1N=Nc1ccc(S(=O)(=O)Nc2ncccn2)cc1	106	104	107	104	105	103	95	102	110
O=c1cc(-c2ccccc2)[nH]c2ccccc12	-2.1*	13	38	-7.7*	5.7*	70	-47*	55	39
CCOC(=O)c1c(C)c2c(n1Cc1ccccc1)CSCC2=O	-5.6*[100 µM]	-21*[100 µM]	20[100 µM]	33[100 µM]	-53*[100 µM]	-5.4*[100 µM]	16[100 µM]	36[100 µM]	4.8*[100 µM]
CN(C)CCN1C(=O)c2cccc3c(-c4ccc(-c5nc6c7ccccc7c7ccccc7c6[nH]5)cc4)ccc(c23)C1=O	88	111	109	96	105	101	94	114	109
O=C(O)/C=C/C(=O)Nc1cccc2ccccc12	105	101	101	98	105	93	.	92	104
CN(N)C(=O)c1ccccc1	104	107	.	101	109	105	94	102	101
CCOC(=O)Nc1ccc2c(c1)C(=O)N(CC)c1ccccc1O2	8.1*	9.6*	23	32	-30*	14	-39*	50	30
COc1ccc(C2CC(c3ccccc3)=NN2c2nc(-c3ccc(Cl)cc3)c(C#N)c(=O)n2C)cc1 (centres undefined)	97	100	103	98	103	95	.	82	97
C/C(=N/NC(=S)NC1CCCCC1)c1sc(Nc2cccc(C)c2)nc1C	90	96	.	96	107	104	70	92	85
C[C@@H](O)[C@@H]1CC[C@]2(CO)CC[C@]3(C)[C@H](CC[C@@H]4[C@@]5(C)C/C(=C/c6cccnc6)[C@H](O)C(C)(C)[C@@H]5CC[C@]43C)[C@@H]12	101	102	104	92	110	105	96	94	104
C=S(=C)(N)c1ccc(Nc2c(C#N)c(OCC)[nH]c(=S)c2C#N)cc1	107	105	113	105	114	94	91	106	98
COc1ccc(-c2c(C#N)c(O)[nH]c(=O)c2C#N)cc1	103	105	111	.	108	94	92	97	94
Cc1[nH]c(-c2nc3ccccc3[nH]2)c(C)c1C(=O)NNc1ccc(Cl)cc1	96	103	.	88	.	84	81	90	91
O=C1NC(c2ccccc2[N+](=O)[O-])c2sc3c(F)cccc3c2C1Cl (centres undefined)	102	73	110	67	122	82	93	104	93
